Assay outcomes from PubChem BioAssay.
SK-BR-3 tox 24h: SK-BR-3 proliferation inhibitors; SK-BR-3 viability, CellTiter-Glo ATP luminescence, 24 h; active compounds read low; viability, % at 10 µM; 0.47% of 41,000 active; AID 847;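 active = viability at or below the median of all test compounds minus 3 SD, in both replicates if run twice, cut at about 45% in these data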;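 also: 100% = median untreated cell wells and 0% = median positive control drug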
Starred values were filed as active, the others as inactive. An excerpt, so the mix of outcomes need not match the whole.

> O=c1[nH]c(=O)n(CCC2=CCCCC2)c(O)c1C=NCCN1CCNCC1
  SK-BR-3 tox 24h: 79.3

> COC(=O)CSC1=NP(=S)(SCC(=O)OC)N2CCCC2=C1C#N (stereo not given)
  SK-BR-3 tox 24h: 80.9

> CC(=NCC1CCCO1)c1c(O)n(C)c(=O)n(C)c1=O (stereo not given)
  SK-BR-3 tox 24h: 111.4

> CCCC(C)C1(CC)C(=O)NC(=Nc2ccccc2OC)NC1=O (stereo not given)
  SK-BR-3 tox 24h: 97.2

> CCOC(=O)C1=C(C)OC(N)=C(C(=O)OCC)C12C(=O)Nc1ccc(Br)cc12 (stereo not given)
  SK-BR-3 tox 24h: 98.4

> CCCNC(=O)c1c(N)n(Cc2ccc3c(c2)OCO3)c2nc3ccccc3nc12
  SK-BR-3 tox 24h: 61.3

> O=P(C(c1c[nH]c2ccccc12)N1CCOCC1)(N1CCOCC1)N1CCOCC1 (stereo not given)
  SK-BR-3 tox 24h: 93.3

> CC(=NCc1ccco1)c1c(O)n(Cc2ccccc2)c(=O)[nH]c1=O
  SK-BR-3 tox 24h: 87.3

> C=CCN1C(=O)C2(C(C(=O)OCC)=C(N)Oc3ccccc32)c2c1c1ccccc1oc2=O (stereo not given)
  SK-BR-3 tox 24h: 93.3

> C[N+]1(C)[C@@H]2CC(OC(=O)[C@H](CO)c3ccccc3)C[C@H]1[C@@H]1O[C@@H]12 (stereo not given in full)
  SK-BR-3 tox 24h: 76.8

> O=c1cccc2n1CC1CC2CN(Cc2ccc3c(c2)OCO3)C1 (stereo not given)
  SK-BR-3 tox 24h: 106.8

> CC(C)C(=O)c1cn(Cc2ccccc2C#N)c2ccccc12
  SK-BR-3 tox 24h: 83.3

> O=C(c1ccc(Cl)cc1)C12CN3CN(CN(C3)C1)C2
  SK-BR-3 tox 24h: 76.6

> Cc1ccc(-n2nc(C)c3c2NC(=O)CSC3c2ccc3c(c2)OCO3)cc1 (stereo not given)
  SK-BR-3 tox 24h: 80.4

> CC(=NCCN1CCOCC1)c1c(O)n(C2CCCCC2)c(=O)[nH]c1=O
  SK-BR-3 tox 24h: 84.5

> CC(=NCCCn1ccnc1)c1c(O)n(C)c(=O)n(C)c1=O
  SK-BR-3 tox 24h: 96.5

> COc1ccc(Cn2c(O)c(C=NCCCn3ccnc3)c(=O)[nH]c2=O)cc1
  SK-BR-3 tox 24h: 98.9

> CCCCN1C(=O)NC(=O)C2(Cc3cc(C)ccc3N(C)C2)C1=O (stereo not given)
  SK-BR-3 tox 24h: 95.8

> CC(=NCCCN1CCOCC1)c1c(O)n(-c2ccccc2C)c(=O)[nH]c1=O
  SK-BR-3 tox 24h: 93.4

> O[C@@H]1CCCC[C@H]1N1CCC(c2ccccc2)CC1
  SK-BR-3 tox 24h: 108.9

(continued)
compound | SK-BR-3 tox 24h
COC(=NC1CCCC1)C(O)c1c[nH]c2ccccc12 (stereo not given) | 83.2
Nc1ccccc1C(=O)OCCOc1ccccc1 | 91.2
C=CCn1c(O)c(C=Nc2ccc(OC)cc2C)c(=O)[nH]c1=O | 113.2
COCc1cc(C2SCC(=O)Nc3c2c(=O)[nH]n3C(C)C)ccc1OC (stereo not given) | 107.8
COc1cccc(-n2c(C)nc3ccccc3c2=O)c1 | 91.5
CCCC(C)(COC(N)=O)COC(=O)NC(C)C (stereo not given) | 102.4
CN1CCc2c(c(N3CCCCC3)nc3n[nH]c(N)c23)C1 | 91.2
Cc1ccc(C2N(c3cc(C)on3)C(=O)C3CCCN32)cc1 (stereo not given) | 89.0
CNC(=O)ON(C(=O)NC)C1N(C)C(=S)SC1(C)C (stereo not given) | 83.3
O=C1CC(=O)N(c2ccc3c(c2)OCO3)C(=O)N1 | 91.5
CN=C(SCc1ccccc1)c1c(O)n(C)c(=O)n(C)c1=O | 90.2
O=P(O)(O)COc1ccccc1O | 91.8
CCC(=NCCCN(C)C)c1c(O)n(-c2ccc(OC)cc2)c(=O)[nH]c1=O | 99.8
C=CCn1c(O)c(C=NCCN(C)C)c(=O)[nH]c1=O | 103.9
Cn1c(O)c(C=NCc2ccco2)c(=O)n(C)c1=O | 71.1
O=P(OCC(F)(F)C(F)F)(N1CCOCC1)N1CCOCC1 | 124.8
CCC(=NCc1ccco1)c1c(O)n(C2CCCCC2)c(=O)[nH]c1=O | 87.7
CCOCCCN=Cc1c(O)n(Cc2ccccc2)c(=O)[nH]c1=O | 96.3
O=C(c1cc2nc(-c3ccccc3)cc(-c3ccccc3)n2n1)N1CCC2(CC1)OCCO2 | 94.1
O=c1[nH]c(=O)n(Cc2ccc(F)cc2)c(O)c1C=NCCCN1CCOCC1 | 122.1
CC12CN3CC(C)(CN(C1)C3c1cccnc1)C2=O (stereo not given) | 91.5
O=C(Cc1ccccc1)Oc1cccc(N2C(=O)CCC2=O)c1 | 84.7
CCOC(=O)C1=C(N)Oc2cc(C)oc(=O)c2C12C(=O)N1c3c(cc(OC)cc32)C(C)=CC1(C)C (stereo not given) | 109.2
CC(C)C(=O)N1CCN(CCN=Cc2c(O)n(C)c(=O)n(C)c2=O)CC1 | 97.3
CC(=O)C1(c2ccccc2)CCNCC1 | 123.8
CC(c1ccccc1)n1cncc1C(=O)N1CCCC1=O (stereo not given) | 79.9
c1ccc2c(NC3=NCCS3)cccc2c1 | 83.1
CCCCSP1(=S)NCCCO1 (stereo not given) | 77.3
CC(C)c1cccc(C(C)C)c1OCCn1ccnc1 | 75.8
Cc1c(N=Cc2c(O)n(Cc3ccco3)c(=O)[nH]c2=O)c(=O)n(-c2ccccc2)n1C | 91.7

New compounds follow
compound | SK-BR-3 tox 24h
Cc1ccc(C2CC(=O)C(C=NCCN3CCN(C(=O)Cc4ccccc4)CC3)=C(O)C2)cc1 (stereo not given) | 90.0
O=c1[nH]c(=O)n(C2CCCCC2)c(O)c1C1NCCc2ccccc21 (stereo not given) | 112.2
CN(C)[C@@H]1C(=O)C(C(N)=O)=C(O)[C@@]2(O)C(=O)C3=C(O)c4c(O)cccc4[C@@](C)(O)[C@H]3[C@H](O)[C@@H]12 | 101.4
COc1ccc(OC)c(C(O)C(C)N)c1 (stereo not given) | 78.2
O=C(CNS(=O)(=O)c1ccc(Br)s1)N1CCC2(CC1)OCCO2 | 92.9
